Compound activity: PubChem BioAssay, several laboratories
V-ATPase pHluor: regulators of yeast V-ATPase proton pumping, primary screen, pHLuorin cytosolic pH fluorescence. S. cerevisiae. response, % at 10 µM. 350,000 compounds, 0.37% hits; in the data active = response mostly above about 7.3%, no sharp cut-off; inactive = mostly below about 5.4%; note: actives read high; inactives centre near 0; some compounds called inactive have numbers as strong as hits; reference of the scale not given here
Arrestin-AP2 inh: inhibitors of beta-arrestin/AP2 binding, primary screen, biochemical, GPCR trafficking, flow cytometry. beta-arrestin 1 C-terminal peptide binding to AP2 beta2-adaptin appendage (human). FITC-arrestin peptide / GST-AP2 beads; AP2 beta2 appendage carries R879A mutation. inhibition, % at 10 µM. 340,000 compounds, 0.31% hits;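 active = inhibition above a set limit, near 3 SD of compounds lacking own fluorescence, cut at about 54% in these data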;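 note: plate controls were DMSO wells for no effect and 5 µM unlabelled arrestin peptide for full effect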
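System: GST-AP2 R879A bound to glutathione beads, E. coli-expressed. Also added: 50 nM FITC-arrestin peptide. Schedule: compound with beads 12 min RT, then probe 1 h RT. Signal: bead flow cytometry, FITC channel. Read-out basis: percent response.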
Pemphigus Ab inh: inhibitors of pemphigus antibody binding to DSG3, primary screen, biochemical, bead-based, flow cytometry, scFv-GFP. binding (percent of control), % at 10 µM. DSG3-coupled beads, scFv-anti-DSG3-GFP binding; hits give low values. 310,000 compounds, 0.48% hits. Desmoglein-3 (Homo sapiens), P32926;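 active = binding more than 3 SD below its plate's average and above zero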;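 note: hits lower antibody fragment binding to DSG3; some compounds called inactive have numbers as strong as hits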
MOR-DOR ag: agonists of OPRM1-OPRD1 heterodimerization, primary screen, cell-based, luminescence. AID 504326, 2011. activation, % at 9.3 µM. 340,000 compounds, 0.3% hits. cells. Mu-type opioid receptor (Homo sapiens) + Delta-type opioid receptor (Homo sapiens), …; in the data active = activation above about 18%;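 note: 0% = vehicle-treated cells and 100% = reference agonist; values of inactives mirror those of a sister screen read the other way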
PKA-R1A activ: activators of PKA-R1A holoenzyme, primary screen, biochemical, fluorescence polarization, Cy5-IP20, bovine R1A, mouse PKAc. cAMP-dependent protein kinase type I-alpha regulatory subunit (Bos taurus) + …. AID 504707, 2011. PKA-R1A dissociation; scaled: DMSO 0%, 113 µM cGMP 100%. activation, % at 11.4 µM. 340,000 compounds, 0.083% hits;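 active = percent activation above the mean of all tested compounds plus 3 SD, cut at about 19% in these data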;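 note: higher means more PKAc released from R1A so a rise in polarization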
PKA-R2B activ: activators of PKA-R2B holoenzyme, primary screen, biochemical, fluorescence polarization, Cy5-IP20, human; PKA-R2B holoenzyme dissociation; R2B truncated from residue 108, S112A mutant; 0% DMSO only, 100% 113 µM cGMP; activation, % at 11.4 µM; 340,000 compounds, 0.079% hits;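 active = activation above a cutoff set at the mean over all compounds plus 3 SD, cut at about 18% in these data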;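 note: higher means more holoenzyme dissociation and a rise in polarization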
Target sequence (P31323 whole entry, looked up, other chains not shown, the tested form may be a part): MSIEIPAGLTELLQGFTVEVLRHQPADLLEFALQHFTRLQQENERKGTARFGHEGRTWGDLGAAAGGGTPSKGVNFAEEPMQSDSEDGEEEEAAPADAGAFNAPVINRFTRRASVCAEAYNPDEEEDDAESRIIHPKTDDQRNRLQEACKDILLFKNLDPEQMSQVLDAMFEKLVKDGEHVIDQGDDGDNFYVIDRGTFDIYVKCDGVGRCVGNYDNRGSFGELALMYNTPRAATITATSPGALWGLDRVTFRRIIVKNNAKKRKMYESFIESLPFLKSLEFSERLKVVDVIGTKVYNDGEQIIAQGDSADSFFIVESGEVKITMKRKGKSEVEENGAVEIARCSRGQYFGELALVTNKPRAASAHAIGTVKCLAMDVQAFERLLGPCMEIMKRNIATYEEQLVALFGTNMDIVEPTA
DAGLB inhibitor: DAGLB lipase inhibitors, primary screen, biochemical, fluorescence, HTS; HEK293T DAGLB membrane lysate, EnzChek fluorogenic substrate; inhibition, % at 5.17 µM; 340,000 compounds, 0.059% hits; in the data active = inhibition above about 34%;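 note: 0% = enzyme with vehicle and 100% = wells lacking enzyme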
Target sequence (Q8NCG7 whole entry, looked up): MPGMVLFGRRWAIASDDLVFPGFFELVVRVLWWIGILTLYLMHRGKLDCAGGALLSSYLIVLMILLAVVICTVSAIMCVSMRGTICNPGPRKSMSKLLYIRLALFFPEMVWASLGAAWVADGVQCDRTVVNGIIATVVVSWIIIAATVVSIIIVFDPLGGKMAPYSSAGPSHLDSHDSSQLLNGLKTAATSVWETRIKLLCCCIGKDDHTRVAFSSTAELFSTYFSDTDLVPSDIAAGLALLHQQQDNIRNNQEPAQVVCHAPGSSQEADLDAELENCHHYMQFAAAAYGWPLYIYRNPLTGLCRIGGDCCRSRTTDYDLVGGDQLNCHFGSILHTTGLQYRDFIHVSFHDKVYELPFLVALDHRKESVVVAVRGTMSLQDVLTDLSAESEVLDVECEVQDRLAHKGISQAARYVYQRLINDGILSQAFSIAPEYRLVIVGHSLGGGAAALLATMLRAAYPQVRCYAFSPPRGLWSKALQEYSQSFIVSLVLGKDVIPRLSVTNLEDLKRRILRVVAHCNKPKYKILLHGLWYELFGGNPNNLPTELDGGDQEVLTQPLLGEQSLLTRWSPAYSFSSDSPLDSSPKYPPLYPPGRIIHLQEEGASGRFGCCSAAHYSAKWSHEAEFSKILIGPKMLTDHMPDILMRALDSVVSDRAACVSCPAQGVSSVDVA
OPRM1-OPRD1 inv: inverse agonists of MOR-DOR heterodimerization, primary screen, cell-based, luminescence. Mu-type opioid receptor (Homo sapiens) + Delta-type opioid receptor (Homo sapiens), …. cell-based MOR-DOR heterodimer luminescence, inverse agonism. inhibition, % at 9.3 µM. 340,000 compounds, 0.21% hits. AID 504357, 2011; in the data active = inhibition above about 22%, passing the limit was not always enough;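 note: 0% = cells with DMSO and 100% = wells without cells with DMSO; values of inactives mirror those of a sister screen read the other way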
HTR5A inv ctr: HTR5A inverse agonists in luminescence cell assay, primary screen, counter-screen for OPRM1-OPRD1 heterodimer inverse agonist project, full-deck HTS. 5-hydroxytryptamine receptor 5A (Homo sapiens), P47898. HTR5A cell line, inverse agonism. inhibition, % at 9.3 µM. 340,000 compounds, 0.083% hits; in the data active = inhibition mostly above about 23%, no sharp cut-off; inactive = mostly below about 18%;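 note: 0% = cells with DMSO and 100% = no-cell wells with DMSO; some compounds called inactive have numbers as strong as hits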
HTR5A ag: HTR5A agonists in luminescence cell assay, primary screen, counter-screen for OPRM1-OPRD1 heterodimer agonist project, full-deck HTS. 5-hydroxytryptamine receptor 5A (Homo sapiens), P47898. cell-based. activation, % at 9.3 µM. 340,000 compounds, 0.61% hits. AID 504692, 2011; in the data active = activation mostly above about 9.5%, no sharp cut-off; inactive = mostly below about 7.6%;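 note: 0% = cells with vehicle only and 100% = reference agonist; strong numbers were not always called active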
Numbers without * were called inactive; x = not tested or not shown. Rows are unselected, and some 2.4% of all compounds hit somewhere here.

SMILES	V-ATPase pHluor	Arrestin-AP2 inh	Pemphigus Ab inh	MOR-DOR ag	PKA-R1A activ	PKA-R2B activ	DAGLB inhibitor	OPRM1-OPRD1 inv	HTR5A inv ctr	HTR5A ag
O=C(COc1ccccc1/C=C\c1nc(O)c([N+](=O)[O-])c(=O)[nH]1)Nc1ccccc1	1	-8	95	-3.0	3	-6	7	14	-4	1
O=C1CCCN1CCCNS(=O)(=O)c1cccc(F)c1	-2	11	116	0.7	-5	-6	2	-3	-2	1
NCCCCCc1cn(CC(=O)NCCCCCCCCCCC(=O)N2CCNCC2)nn1	-6	8	107	-2.4	-11	-12	-4	14	-3	3
O=C(NCCCN1CCOCC1)c1cc2ccccc2o1	2	29	108	-0.9	5	13	-2	5	7	6
Oc1ccccc1C=NC1=NN(c2cccc(C(F)(F)F)c2)CC1	-2	17	97	1.4	-1	0	3	-7	-37	2
CCOC(=O)Cc1nn(C(C)C)c(=O)c2ccccc12	-1	-5	101	-0.6	-10	-5	-1	3	23	0
Cc1ccc(S(=O)(=O)NC(=O)Nc2ccc(C)cc2C)cc1	-6	-2	105	-0.8	6	7	1	4	-2	0
Cc1ccc(C)c(NC(=O)COC(=O)CNC(=O)c2ccccc2Cl)c1	2	-1	104	-1.3	-11	0	0	7	-7	2
O=S(=O)(c1ccccc1)N1CCN(S(=O)(=O)N2CCCCCC2)CC1	-1	-12	x	-0.2	-11	4	-2	2	4	-3
Cc1ccc(S(=O)(=O)N2CCN(C)CC2)cc1	-2	-3	118	-1.6	-2	-6	-1	8	-1	0
COc1ccc(NC(=S)NC(NC(=O)c2cccc3ccccc23)C(Cl)(Cl)Cl)c([N+](=O)[O-])c1 (stereo unspecified)	2	-6	83	-1.1	-7	1	1	6	-11	-2
O=S(=O)(CCN1CCN(C(c2ccccc2)c2ccccc2)CC1)C(F)(F)F	3	-16	100	6.5	2	-1	-1	-37	-14	6
CC(NC(=O)CCCOc1ccc(Cl)cc1)c1ccccc1 (stereo unspecified)	-1	10	98	-2.1	-21	-3	0	11	4	-1
O=C(/C=C/c1ccco1)Nc1cccc(-c2nc3ccccc3[nH]2)c1	0	-11	102	-2.7	-7	-13	0	14	-9	2
CC(C1CC1)N(C(=O)c1ccccc1[N+](=O)[O-])c1ccccc1 (stereo unspecified)	-3	18	100	-1.4	-6	-6	-1	7	4	-1
O=C(O)C(Cc1ccccc1)n1c(=S)[nH]c2ccccc2c1=O (stereo unspecified)	1	2	109	0.1	13	-9	0	0	2	-1
CCn1c(SCC(=O)N2CCN(C)CC2)nc2c1c(=O)n(C)c(=O)n2C	4	-2	x	0.9	1	2	1	-5	-18	-7
CCC(=O)Nc1ccc(NC(=O)CSc2nnnn2-c2cccnc2)cc1C	0	4	99	-0.1	-2	-6	-2	0	-10	4
CC1Cc2ccccc2N1C(=O)CSc1nc2ccccc2n1CC(=O)N1CCOCC1 (stereo unspecified)	0	6	102	x	-7	13	0	x	x	x
CCc1cc(-c2cnnn2CCc2c[nH]c3ccccc23)ccc1-c1cn(CC(C)C)nn1	-2	x	100	x	4	1	-1	x	x	x
CCN(CC(=O)N1CCOCC1)S(=O)(=O)c1ccc2ccccc2c1	1	0	111	-0.7	14	0	-1	3	8	-3
COc1ccc(/C=C(/C#N)C(=O)NC2CCCCC2)cc1Br	6	-3	100	-0.3	14	-6	5	1	0	1
COc1ccc(CN(C)S(=O)(=O)c2nnc(NC(=O)c3cccc(F)c3)s2)cc1OC	-4	2	100	-3.1	-4	-11	2	16	-11	2
CCCCN(C(=O)CN1C(=O)C2CC=CCC2C1=O)c1c(N)n(CCC)c(=O)[nH]c1=O (stereo unspecified)	1	6	101	-3.6	1	3	0	16	-7	3
Cc1ccc2nc(C)cc(SCC(=O)N/N=C/c3ccco3)c2c1	3	6	x	-2.9	-19	-7	-6	15	-4	0
Cc1ccc(-n2nc3c(=O)n(CC(=O)NCCc4cccs4)nc(C)c3c2C)cc1	-2	0	x	-1.7	-3	-1	-1	9	12	4
O=C(COc1ccc(Br)cc1Cl)NCCCN1CCOCC1	4	1	106	-2.4	-5	8	0	12	-3	1
Cc1ccc2nc3c(cc(C(=O)NCC4CCCO4)c(=N)n3C3CCCC3)c(=O)n2c1 (stereo unspecified)	1	31	93	-2.5	-21	-10	-1	14	7	-3
CC(NC(=O)c1ccc2nc(Cc3cccc(Cl)c3)oc2c1)c1ccncn1 (stereo unspecified)	-2	x	99	x	3	-2	-2	x	x	x
O=C(Nc1ccc2nc(N3CCOCC3)sc2c1)c1ccccc1	1	-4	104	-2.4	2	-10	1	10	-9	4
O=C(c1ccccn1)N(CC1CCCO1)C1(C(=O)NC2CCCCC2)CCCCC1 (stereo unspecified)	-3	-4	108	-1.0	-8	-12	0	5	-10	4
CCNC(=O)CSc1nnc(C2CC2)n1-c1ccccc1	0	-1	100	-0.5	-10	-7	-2	3	-17	3
CN(C)S(=O)(=O)c1ccc(C(=O)Nc2ccc3ncccc3c2)cc1	0	-9	95	-1.9	-9	-6	-1	9	7	-5
CCOC(=O)Nc1cccc2c1-c1ccc([N+](=O)[O-])cc1C2=O	-3	10	95	0.8	-7	-6	3	-3	14	-4
CCCC1(c2ccccc2)NC(=O)N(CC(=O)Nc2sc(-c3ccccc3)cc2C(=O)OCC)C1=O (stereo unspecified)	4	7	93	-0.6	0	-7	0	3	12	5
C=C1CCN([C@H](C(=O)Nc2ccc(OC)cc2)C(C)C)S(=O)(=O)c2ccccc21	-3	2	102	-0.9	-11	-5	-3	5	-3	1

Some of these compounds in order of the DAGLB inhibitor value, low to high:
Molecule | DAGLB inhibitor
Cc1ccc2nc3c(cc(C(=O)NCC4CCCO4)c(=N)n3C3CCCC3)c(=O)n2c1 (stereo unspecified) | -1
O=C(c1ccccn1)N(CC1CCCO1)C1(C(=O)NC2CCCCC2)CCCCC1 (stereo unspecified) | 0
O=C(Nc1ccc2nc(N3CCOCC3)sc2c1)c1ccccc1 | 1

Next records follow:
SMILES	V-ATPase pHluor	Arrestin-AP2 inh	Pemphigus Ab inh	MOR-DOR ag	PKA-R1A activ	PKA-R2B activ	DAGLB inhibitor	OPRM1-OPRD1 inv	HTR5A inv ctr	HTR5A ag
COc1ccc(-c2noc(C3CCCN(C(=O)Nc4ccccc4)C3)n2)cc1 (stereo unspecified)	-1	-5	100	-2.0	-2	-5	-3	10	-18	6
COCCNC(=O)c1cc(-c2cccc(OC)c2)on1	-4	0	105	-2.0	-6	1	-2	11	-2	-3
C=CCn1c(COc2cccc(C)c2)nnc1SCn1nnc2ccccc2c1=O	6	5	122	-1.8	3	1	0	10	-14	3
COc1ccc(C(c2nnnn2C(C)(C)C)N2CCN(c3nc4ccccc4s3)CC2)cc1 (stereo unspecified)	6	-5	109	-2.6	-2	-1	-2	12	-17	-4
C=CCn1c(SC(C)C(=O)Nc2ccc(F)c(F)c2F)nnc1C1CC1 (stereo unspecified)	-1	12	96	-4.8	-6	-13	1	25	-11	5
Cc1cccc(NC(=S)NCCC(c2ccccc2)c2ccccc2)c1	-3	-1	103	6.2	3	7	-6	-34	9	8
COc1cc(-c2nnc(COC(=O)c3ccc([N+](=O)[O-])o3)o2)cc(OC)c1OC	2	x	98	x	0	-5	-1	x	x	x
CCCCCCCC(=O)NNC(=O)c1c(O)c2ccccc2[nH]c1=O	2	-5	100	-3.3	-2	-14	1	17	6	4
CCCCN(C(=O)CSc1nn(-c2ccc(F)cc2)c(=S)s1)c1c(N)n(CCCC)c(=O)[nH]c1=O	-2	-4	98	0.5	-3	-6	9	-3	8	4
COc1cc(C2c3c(oc4ccccc4c3=O)C(=O)N2Cc2ccncc2)ccc1O (stereo unspecified)	-1	9	101	-2.8	-6	-14	0	15	-5	1
Cc1ccc(N(CC(O)Cn2c3ccccc3c3ccccc32)S(C)(=O)=O)c(C)c1 (stereo unspecified)	1	-7	93	6.8	-5	-13	0	-30	-23	8
COc1cc(OC)c(C(=O)OCC(=O)N(Cc2ccccc2)C(C)(C)C)cc1OC	-2	20	105	-2.5	16	-2	2	12	25	-4
CCOC(=O)CON1C(=O)C(=O)N(OCC(=O)OCC)[C@H]2CCCC[C@H]21	4	0	116	-2.9	-2	1	-1	15	-17	0
O=C(c1ccco1)N1CCN(C(=O)C2CC(=O)N(c3ccccc3)C2)CC1 (stereo unspecified)	1	14	107	-2.4	-10	2	-4	13	0	-1
O=C(Nc1nncs1)C12CC3CC(CC(Cl)(C3)C1)C2	-2	11	102	-2.1	9	6	2	10	-1	0
NC(=O)CC(NC(=O)Cc1cccc2ccccc12)c1ccc(N2CCC(Cc3ccccc3)CC2)c([N+](=O)[O-])c1 (stereo unspecified)	-1	7	103	-3.5	7	3	8	20	10	3
CCN(CC)CCCN=Cc1c(O)n(-c2ccccc2C)c(=O)c2ccccc12	11	-12	99	-1.7	-13	4	3	9	12	-2
COCc1cc(C)nc(OCC(=O)N/N=C\c2cc(C)n(-c3cccc(C(F)(F)F)c3)c2C)c1C#N	2	3	108	-1.5	-2	-3	3	9	15	-1
CCn1c(Cn2nnc(-c3ccccc3)n2)nnc1SCC(=O)Nc1ccc(C(C)=O)cc1	-3	1	82	-1.3	-2	0	-3	7	17	3
COc1cccc(NC(=O)c2ccc(-c3ccccc3[N+](=O)[O-])o2)c1	-3	16	99	0.7	-5	-1	1	-4	-17	6
COc1ccc(C)cc1S(=O)(=O)Nc1ccc2c(c1)N(C(C)=O)CCC2	1	-3	117	0.2	-9	1	0	-2	-20	7
C[C@@H]1CN([C@@H](C)CO)C(=O)CCCn2nncc2CO[C@@H]1CN(C)C(=O)c1ccc(N2CCN(C)CC2)cc1	0	x	x	x	6	11	0	x	x	x
CC1CN(C(=O)c2ccccc2OCc2ccccc2Cl)CC(C)O1 (stereo unspecified)	1	-7	x	-0.9	5	-3	-1	4	-7	3
Cc1ccc(OCCNC(=O)C2CCCCC2)cc1	1	-5	102	-3.0	-3	-3	-2	14	-11	3
COc1ccc(C(CC(=O)N2CCCCC2)NC(=O)C(F)(F)F)cc1 (stereo unspecified)	1	2	113	-3.2	5	5	0	16	2	-1
